Screening data from PubChem.
PAX8 reporter – PAX8 transcriptional activity inhibition | RMG-I TPO-luciferase reporter, SteadyGlo, 24 h | inhibition, % at 12.6 µM | 360,000 tested, 1.2% active | AID 652154;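 active means mean replicate inhibition at least 60% with every replicate also reaching 60%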;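 further: luciferase light reporting Pax8 driven TPO promoter activity; plate controls were median of neutral control wells for no effect and mitoxantrone controls for full effect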
Cneo AK release – causes C. neoformans cell lysis | adenylate kinase release luminescence, 4 h; normalised: neutral wells 0, clomiphene wells 100 | lysis activity, % at 15 µM | 360,000 tested, 0.2% active;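 active means mean lysis activity across replicates of at least 80%, whatever share of replicates individually reach that level; inactive means mean lysis activity below 80%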
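Material – log-phase Cryptococcus neoformans yeast cells · Input – 5 × 10^6 yeast cells/mL · Medium – fresh YPD growth medium · Doses – single compound concentration per well · Timing – static 4 h at 37 °C with compound, 1 h detection · Detection – adenylate kinase release luminescence · Read-out – signal increase indicating cell lysis · Control set – Clomiphene as positive lysis control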
LGR2 antag – blocks bursicon-induced cAMP signaling via Drosophila LGR2; HEK293 LGR2, CRE-luciferase, bursicon-stimulated, 4 h; inhibition, % at 9.99 µM; 380,000 tested, 0.35% active;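 active means drop in luminescence signal, shown as inhibition above about 50% in the replicate tests, limit read from the data, passing the limit was not always enough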;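 further: agonist challenge used bursicon conditioned medium at about half maximal strength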
PGC1a acetyl inh – lowers PGC1a acetylation signal in U2OS cells | AlphaScreen anti-acetyl-lysine; with virally co-expressed GCN5 acetyltransferase | inhibition, % at 15.6 µM | 350,000 tested, 0.17% active | AID 651687;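 active means every replicate shows inhibition of at least 40%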;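 further: 0% = neutral control wells and 100% = positive control wells; some results beyond the cut were filed as inactive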
CASP6 VEID inh – inhibitors of human caspase-6 | purified caspase-6, Z-VEID-R110 cleavage fluorescence | inhibition, % at 12.5 µM | 350,000 tested, 0.53% active | AID 686996;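 active means mean inhibition across replicates at least about 35%, with every replicate also reaching that limit, limit read from the data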;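 further: 0% = median of neutral control wells and 100% = no fluorescence left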
Target sequence (P55212 24-179 limits assumed): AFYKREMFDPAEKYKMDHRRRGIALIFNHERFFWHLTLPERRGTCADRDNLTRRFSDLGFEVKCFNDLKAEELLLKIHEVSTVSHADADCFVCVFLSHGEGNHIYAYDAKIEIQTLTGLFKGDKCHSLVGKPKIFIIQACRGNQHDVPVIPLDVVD
Target sequence (P55212 194-293 limits assumed): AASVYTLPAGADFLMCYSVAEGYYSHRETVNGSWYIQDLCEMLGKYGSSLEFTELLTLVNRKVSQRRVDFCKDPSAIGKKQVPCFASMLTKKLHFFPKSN
miR122 inh – inhibitors of miR-122 in Huh7 cells; activation (reporter increase), % at 12.5 µM; Huh7 miR-122 Renilla luciferase sensor, 48 h; neutral wells = 0, positive control = 100; AID 602342; 340,000 tested, 0.3% active;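 active means mean replicate activation score at least 90 and every replicate individually at or above 90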;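 further: higher luciferase means less miR-122 activity so hits act as miR-122 inhibitors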
FN deposition inh – fibronectin deposition inhibition; AH1F fibroblasts, Alexa488-fibronectin deposition fluorescence, overnight; inhibition, % at 12.6 µM; 350,000 tested, 0.086% active; AID 743247;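 active means mean inhibition across replicates of 30% or more, regardless of how many single replicates reach that level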;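 further: positive control wells lacked labelled fibronectin entirely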
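Assay system: AH1F fibroblasts assembling fluorescent fibronectin matrix; Amount: 10000 AH1F cells per well; Buffer or medium: DMEM, 2% serum; Probe or stimulus: Alexa488-fibronectin, 24 nM final in well; Doses: single compound dose, delivered by pin transfer; Incubation: 1 h adhesion, overnight exposure; Measured by: fluorescence 485/525 nm; Read-out: fibronectin deposition inhibition.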
EWS-Fli block – EWS/Fli transcriptional activity inhibition; A673 NR0B1-luciferase reporter, viability-normalised; 350,000 tested, 0.67% active; inhibition, % at 12.6 µM;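 active means mean inhibition of at least 50% after viability correction, with every replicate also passing that limit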;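 further: firefly luciferase signal divided by Alamar Blue viability fluorescence both relative to DMSO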
An asterisk follows results filed as active; . = no result given; [ ] = remark or other dose. This is a random part of the collection, and some 2.5% of all compounds hit somewhere here.

structure | PAX8 reporter | Cneo AK release | LGR2 antag | PGC1a acetyl inh | CASP6 VEID inh | miR122 inh | FN deposition inh | EWS-Fli block
COCC(=O)N1CCCCN2[C@H](C1)[C@@H](c1ccc(C#Cc3ccc(OC)cc3)cc1)[C@@H]2CO | 3 | -3 | 7 | -17 | 2 | -23[16.7 µM] | . | .
COc1ccccc1OCC(=O)N1CCN(C(=O)COc2ccccc2OC)CC1 | 6 | 2 | -10 | . | 0 | -4 | 6 | 7
C[C@@H]1CN([C@@H](C)CO)C(=O)Cc2cc(NC(=O)Nc3ccc4c(c3)OCO4)ccc2O[C@@H]1CN(C)C(=O)Nc1ccccc1 | -1 | -2 | 9 | -2 | . | -7[16.7 µM] | . | -5
CCCC#Cc1ccc([C@@H]2[C@@H](CO)N3CCCCN(S(=O)(=O)c4ccccc4F)C[C@@H]23)cc1 | -2 | -7 | -2 | -9 | 1 | 0[16.7 µM] | . | 0
COc1ccc(CN2C(CC(=O)Nc3cccnc3)c3ccc(C(F)(F)F)cc3S2(=O)=O)cc1 (centres undefined) | 6 | 3 | 13 | -11 | -3 | 32 | 2 | -13
COc1ccc(C(=O)N/N=C(\C)c2ccc(NC(=O)Cc3ccccc3)cc2)c(OC)c1 | . | 5 | -7 | -11 | 4 | . | 2 | .
Cc1noc(C)c1S(=O)(=O)Nc1ccc2c(c1)C(=O)N([C@@H](C)CO)C[C@@H](C)[C@H](CN(C)Cc1ccc(C(=O)O)cc1)O2 | . | 2 | -7 | -1 | 1 | -6[16.7 µM] | . | -3
CC(C)(C)c1ccc(/C=C/C(=O)NC2CCS(=O)(=O)C2)cc1 (centres undefined) | -4 | -2 | 6 | . | 5 | -2 | 7 | -1
CCC1CCCCN1C(=O)CSc1nnc2nc(C)cc(C)n12 (centres undefined) | -1 | 0 | 6 | -4 | 30 | -4 | 2 | -4
CCCCCNC(=O)CN(c1ccc2c(c1)OCO2)S(C)(=O)=O | . | -2 | 2 | -14 | 1 | -7 | . | -8
O=C(C[C@@H]1CC[C@H]2[C@@H](COC[C@H](O)CN2Cc2ccc3c(c2)OCO3)O1)Nc1ccc(-c2ccccc2)cc1 | 52 | 1 | 16 | -3 | 4 | -4[16.7 µM] | 1 | 17
CCCNC(=O)N[C@@H]1CC[C@@H](CC(=O)NC2CCCCC2)O[C@H]1CO | -10 | 1 | -14 | 8 | 2 | . | -15 | -6
O=C(C[n+]1cc(-c2ccc(F)cc2)n2c1CCC2)Nc1nc(-c2ccccc2)cs1 | 16 | -2 | -3 | . | . | 4 | 4 | .
CN(C)C(=O)C[C@@H]1C[C@@H]2c3cc(NC(=O)c4ccc5c(c4)OCO5)ccc3O[C@@H]2[C@@H](CO)O1 | . | -7 | -6 | 4 | 0 | 7[16.7 µM] | -5 | -6
CN1C(=O)c2ccccc2CC12c1ccccc1C(=O)N2C (centres undefined) | 3 | -3 | . | 13 | -3 | . | 3 | -4
Cn1c(CCNC(=O)C(C)(C)C)nc2ccccc21 | . | 3 | . | 11 | . | -6 | 6 | .
Cc1ccc(S(=O)(=O)CC(=O)Nc2ccc(Cl)cn2)cc1 | 7 | 3 | 8 | 3 | 1 | . | 0 | -9
CC(=O)Nc1ccc(OCC(=O)N2CCc3ccccc3C2)cc1 | -11 | 3 | 23 | 1 | 1 | -1 | 6 | 3
COc1ccccc1CCN1CCCC(CN(C)CC(C)(C)CO)C1 (centres undefined) | 6 | 0 | . | -5 | -26 | 7 | -1 | 12
CCC(NS(=O)(=O)c1ccc(C)cc1)C(=O)N1CCOCCOCCOCC1 (centres undefined) | -7 | -2 | -14 | . | 3 | -1 | -3 | -10
CN1CCn2cnc(C(=O)NCC(=O)OC(C)(C)C)c2C1=O | 8 | 1 | -14 | 8 | 3 | -5 | 3 | -4
NC(=S)c1ncc(C(F)(F)F)cc1Cl | -7 | -3 | 4 | 8 | -2 | 26 | 1 | 7
Cc1ccc2cc(CCNC(=O)c3ccc(S(=O)(=O)N4CCCCC4)cc3)c(=O)[nH]c2c1 | 9 | . | -7 | . | 3 | . | . | -2
CCS(=O)(=O)NCC[C@@H]1CC[C@@H](NS(=O)(=O)c2ccccc2C)[C@H](CO)O1 | 9 | 3 | -19 | 5 | -4 | . | -13 | -9
C[C@H](CO)N1C[C@H](C)[C@@H](CN(C)C(=O)Nc2ccccc2)Oc2ccc(NS(=O)(=O)c3ccccc3)cc2CC1=O | 5 | -7 | 14 | 10 | 0 | -3[16.7 µM] | . | -5
O=S(=O)(NCC(c1cccnc1)N1CCN(Cc2ccccc2)CC1)c1ccccc1 (centres undefined) | 10 | 0 | 4 | 11 | -6 | 5 | 2 | -1
O=C(Nc1cccc(Cl)c1N1CCCC1)c1cccc(-c2cc3ccccc3oc2=O)c1 | . | . | -55 | 6 | . | 1 | -1 | .
Cc1cc2nc(-c3ccc(Cl)cc3)c(CC(C)(C)C)n2c(C)c1Br | 25 | -1 | -5 | -15 | 2 | 4 | 1 | -6
COc1ccc2c3c([nH]c2c1)[C@H]1C[C@H]2[C@H](C[C@@H](O)[C@H](OC)[C@H]2C(=O)O)CN1CC3 | 6 | -2 | 27 | -4 | 9 | 1 | 3 | -5
CC(=O)N1CCN(C(=O)c2cccc(S(=O)(=O)NCc3ccccc3)c2)CC1 | -8 | . | 5 | . | -1 | . | -4 | -3
O=C(c1ccc(F)cc1)N1CC(=O)N2[C@H](C1)[C@@H](c1ccc(-c3ccccc3)cc1)[C@@H]2CO | 8 | . | 14 | -4 | 0 | . | . | -3
CCOC(=O)C1CCCN(C(=O)c2ccc3sccc3c2)CC1 (centres undefined) | -9 | 0 | 0 | -12 | 1 | 0 | -17 | -2
C[C@H](CO)N1C[C@H](C)[C@@H](CN(C)Cc2ccccc2F)Oc2ncc(C#CCN(C)C)cc2C1=O | -11 | -1 | -6 | -12 | 3 | -6[16.7 µM] | -2 | 8
COc1ccccc1CN1C[C@@H]2C[C@@H](c3ccccc3C)N3CCC[C@@]23C1=O | 10 | . | 9 | . | 1 | . | . | 9
COc1cccc(NC(=O)c2ccc3c(O)c(S(=O)(=O)c4ccccc4)c(=O)[nH]c3c2)c1 | -3 | 1 | 3 | 7 | 11 | -3 | -1 | .
CS(=O)(=O)NN1C(=O)c2ccccc2NC1c1cccc2cccnc12 (centres undefined) | 20 | . | 3 | . | 1 | . | 5 | -20
c1cc(-c2ccncc2)ccn1 | 8 | -2 | 0 | . | -1 | -2 | -1 | -1
O=C(C[C@@H]1CC[C@@H]2[C@H](COC[C@H](O)CN2Cc2ccccc2)O1)NCCc1ccccc1 | -8 | -4 | -3 | -6 | -1 | 3[16.7 µM] | -4 | -1
CCN1CCN(Cc2nc3c(c(=O)n(C)c(=O)n3C)n2CCc2ccccc2)CC1 | 9 | -6 | 13 | -13 | 0 | -9 | 5 | -3
C[C@@H]1CN([C@H](C)CO)C(=O)c2cc(-c3ccccc3F)cnc2O[C@@H]1CN(C)C | . | 0 | 0 | -6 | -2 | -5[16.7 µM] | -4 | -2
O=S(=O)(c1ccccc1)N1CCC(c2ccccc2)CC1 | 18 | -3 | 10 | -2 | 6 | -11 | -4 | -2
COc1ccc(C2=NN(C(C#N)c3ccc(OC)cc3)C(c3ccccc3)C2)cc1 (centres undefined) | 32 | -17 | -30 | 8 | -4 | 3 | 1 | -107
Cc1csc(SC(C)C(=O)Nc2ccc3c(c2)OCCO3)n1 (centres undefined) | -26 | 0 | -22 | . | 0 | -14 | 2 | 4
NC(=O)C1CCN(c2nc(-c3ccc4c(c3)OCCO4)cs2)CC1 | 15 | . | 3 | . | 2 | . | -4 | 1
COc1ccccc1-c1ccccc1[C@H]1[C@@H](CO)N(C(=O)C2CC2)[C@H]1C#N | 0 | . | -16 | 14 | 2 | . | -7 | -6
OCC1(CCc2ccccc2)CCCN(C/C=C/c2ccccc2)C1 (centres undefined) | 6 | -1 | -2 | . | -2 | . | -5 | 24
CC(C)(C)c1ccc(S(=O)(=O)NC(=O)C2(C)CCN2C(=O)CC2CCCC2)cc1 (centres undefined) | -3 | 3 | 20 | 1 | -1 | -7 | 2 | 9
COc1ccc(CN2C(=O)C(CC(=O)NCCN3CCOCC3)CC(C(=O)N3CCOCC3)=C2C)cc1 (centres undefined) | -4 | . | -7 | 2 | -1 | -3 | -8 | 2
CCOc1ccc(NC(=O)C2CC3CCC2C3)cc1 (centres undefined) | -91 | -1 | -46 | 8 | -2 | 0 | -13 | -71
O=C(Nc1ccc(S(=O)(=O)NCc2ccccc2)cc1)Nc1ccc2c(c1)OCO2 | . | -5 | -26 | -38 | 3 | 243* | . | -50

Further compounds:
structure | PAX8 reporter | Cneo AK release | LGR2 antag | PGC1a acetyl inh | CASP6 VEID inh | miR122 inh | FN deposition inh | EWS-Fli block
C[C@@H]1CCCCO[C@H](CN(C)C(=O)Nc2ccc(C(F)(F)F)cc2)[C@@H](C)CN([C@H](C)CO)C(=O)c2cc(NC(=O)Cc3ccccc3)ccc2O1 | 2 | -1 | 4 | 3 | 3 | 9[16.7 µM] | . | -9
NC(=O)c1cccc(-c2ccnc3c2CC(C(=O)NCc2cccc(Cl)c2)O3)c1 (centres undefined) | 31 | 6 | -26 | 0 | 4 | 4 | 18 | 6
CC(C)NC(=O)N(C)C[C@H]1OCCCC[C@@H](C)Oc2ccc(NS(C)(=O)=O)cc2C(=O)N([C@H](C)CO)C[C@@H]1C | -12 | -6 | 0 | 2 | 0 | 4[16.7 µM] | . | -16
C[C@H]1CN([C@@H](C)CO)C(=O)c2cc(C3=CCCCC3)cnc2O[C@H]1CN(C)C(=O)Nc1cccc(F)c1 | 6 | -1 | 8 | -4 | 1 | 0[16.7 µM] | -16 | -4
O=C(C[C@H]1C=C[C@@H](NC(=O)Cc2cccnc2)[C@H](CO)O1)Nc1ccc(-c2ccccc2)cc1 | -26 | . | 9 | . | 10 | . | -1 | -3
C[C@H](CO)N1C[C@H](C)[C@@H](CN(C)Cc2ccccn2)Oc2cc(-c3ccc(C#N)cc3)ccc2S1(=O)=O | 21 | . | -8 | 8 | . | . | . | -9
Fc1ccc(NC(=S)Nc2cccc3ccccc23)cc1 | -9 | -3 | -20 | 2 | -1 | 12 | 5 | -28
CON=C(C(=O)NC1C(=O)N2C(C(=O)O)=C(CSc3nc(=O)c(=O)[nH]n3C)CSC12)c1csc(N)n1 (centres undefined) | 22 | 2 | 4 | 0 | 10 | 4 | 6 | 0
CO[C@H]1CN(C)C(=O)c2ccc(NC(=O)C3CCC3)cc2OC[C@@H](C)N(Cc2ccc(F)cc2)C[C@@H]1C | -2 | -2 | 7 | . | 1 | -1[16.7 µM] | 4 | 35
Cc1ccc(NC(=S)N(CCC(C)C)C(C)c2ccncc2)c(Cl)c1 (centres undefined) | 8 | -4 | 4 | -11 | -2 | 1 | -1 | -1
CC(C)CC#Cc1cnc2c(c1)C(=O)N([C@@H](C)CO)C[C@@H](C)[C@@H](CN(C)C(=O)c1ccccc1F)O2 | . | -1 | 5 | 7 | -3 | -7[16.7 µM] | -6 | 4
CC(=O)Nc1ccc(S(=O)(=O)N2CCN(C)CC2)cc1 | -1 | 1 | . | -6 | . | -4 | 6 | .
COCCCN(C(=O)c1cc(C)oc1C)c1c(N)n(CC(C)C)c(=O)[nH]c1=O | -10 | 0 | 8 | 11 | 1 | -1 | 6 | 0
O=C(CCN1C(=O)/C(=C/c2ccccc2Cl)SC1=S)NCCCN1CCOCC1 | -18 | . | 18 | 2 | -1 | 6 | -11 | 4
Cc1ccc(S(=O)(=O)N2[C@@H](Cc3ccccc3)CO[C@H]2CC(=O)OCc2ccccc2)cc1 | 4 | . | 8 | . | 0 | . | -2 | 2
COc1ccc2c3c([nH]c2c1)[C@H](CO)N(C(=O)NC(C)C)CC31CN(Cc2ccc(F)cc2)C1 | 14 | . | 15 | -3 | 6 | . | -2 | -8
